IL-1B inflam inh: qHTS for Inhibitors of Inflammasome Signaling: IL-1-beta AlphaLISA Primary Screen; THP-1 LPS/ATP IL-1B secretion, AlphaLISA, 16 h; active compounds read low; activity change, % at 57.5 µM; 360,000 compounds, 4.7% hits; in the data active = activity change below about -50%; inconclusive = mostly about -30% to -49%; also: % is scaled to controls: 0 for no effect and ±100 for the full control effect
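THP-1 cells pretreated 1 hr with compounds (up to 57.5 uM final), then stimulated with LPS (250 ng/mL final) plus ATP (1.25 mM final); secreted IL-1B measured by AlphaLISA after 16 hr, decreased signal indicating inhibition.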
KB-3-1 cytotox: qHTS assay for MDR1-selective chemotherapeutics: Primary screen using the parental adenocarcinoma cell KB-3-1 | KB-3-1 viability, CellTiter-Glo ATP luminescence, 72 h | Potency, µM (highest dose often 46.1 µM), inactives show at the highest dose activity change, negative = cytotoxic, hits mostly cytotoxic | 400,000 compounds, 1.4% hits | AID 1347075, 2019; also: potency is read from the fitted curve at half-maximal effect; % is scaled to controls: 0 for no effect and ±100 for the full control effect; nearly all actives have a fitted effect of over 60% in size
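KB-3-1 cells, DMEM (no phenol red) + 10% FBS; compound by pin transfer, 72 h, 37 °C. Readout: CellTiter-Glo luminescence after 10 min. Data normalized, curve-fitted.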
HT1080 IDH1KD tx: qHTS for induction of synthetic lethality in tumor cells producing 2HG: qHTS for the HT-1080-IDH1KD cell line. HT-1080 IDH1 knockdown viability, ATP luminescence, 48 h. Potency, µM (series often up to 46.1 µM), inactives show top-dose activity, negative = toxicity, usual class: cytotoxic. 360,000 compounds, 2% hits;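 also: potency is read from the fitted curve at half-maximal effect; 0% = DMSO wells and -100% = cell-free medium wells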
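% activity derives from luminescence (CellTiter-Glo), normalised to DMSO and no-cell wells. HT-1080-IDH1KD cells, 750/well, had 48 h compound exposure at 37 °C.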
ATXN2 expr inh: Primary qHTS for Inhibitors of ATXN expression; HEK-293 ATXN2-luciferase reporter, luminescence, 24 h; Potency, µM (titrated, usually from 57 µM), without a hit: top-dose activity change, negative = inhibition, usual class: inhibitors; 360,000 compounds, 0.72% hits; AID 1745845, 2022; also: potency is read from the fitted curve at half-maximal effect; % is scaled to controls: 0 for no effect and ±100 for the full control effect; nearly all actives have a fitted effect of over 55% in size
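qHTS (up to 57 uM final) was run with 24 h compound exposure of reporter cells at 37 °C. Each well was multiplexed: SteadyGlo luminescence measured ATXN2-luciferase expression after a fluorogenic Gly-Phe-AFC viability readout (25 uM final).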
HepG2 tox: qHTS for Inhibitors of TGF-b: Cytotox Counterscreen. 410,000 compounds, 0.76% hits. Potency, µM (top dose mostly 46.1 µM), without a hit: at the highest dose activity change, negative = cytotoxicity, actives largely listed as cytotoxic. AID 588856, 2011. HepG2 CAGA-GFP viability, ATP luminescence, 18 h; also: potency is read from the fitted curve at half-maximal effect; some results filed as inactive show a strong effect at the top dose
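HepG2 CAGA-GFP cells (1000/well, DMEM with 1% FBS) received compound, then TGF-beta at 500 pg/mL final, and were incubated 18 hours at 37 degrees C. Viability was read by CellTiter-Glo luminescence. Media-only wells were set as complete cell-killing and DMSO as no toxicity.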
MCF10A rereplic: A quantitative high throughput screen for small molecules that induce DNA re-replication in MCF 10a normal breast cells. MCF 10A DNA re-replication, Hoechst nuclear intensity, 48 h. Potency, µM (top dose mostly 46.1 µM), for the others: top-dose activity, positive = re-replication, actives largely listed as activators. 350,000 compounds, 2.9% hits. AID 624296, 2012; also: potency is read from the fitted curve at half-maximal effect; % of control where 0% means no effect; nearly all actives have a fitted effect of over 50% in size
HT1080-NT tox: qHTS for induction of synthetic lethality in tumor cells producing 2HG: qHTS for the HT-1080-NT fibrosarcoma cell line; HT-1080-NT fibrosarcoma viability, CellTiter-Glo ATP luminescence, 48 h; Potency, µM (titrated, usually from 46.1 µM), without a hit: at the top dose activity, negative = less viability, actives largely listed as cytotoxic; 360,000 compounds, 1.6% hits; AID 686970, 2013;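 also: NT is the 2HG producing partner of a matched IDH1 knockdown line; potency is read from the fitted curve at half-maximal effect; 0% = DMSO-treated cells and -100% = media-only wells without cells; nearly all actives have a fitted effect of over 55% in size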
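Compounds were tested in concentration-response format on HT-1080-NT cells for 48 hours at 37 degrees C. Cell viability came from CellTiter-Glo luminescence; curves were classified by r2, response magnitude and activity.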
ATXN viability: Viability Counterscreen for Primary qHTS for Inhibitors of ATXN expression; AID 651635, 2014; Potency, µM (top dose mostly 56.7 µM), most hits filed as cytotoxic; S2 cells (HEK-293 line with an ATXN2-luciferase reporter) viability, CellTiter-Fluor protease fluorescence, 24 h; 400,000 compounds, 0.49% hits; also: potency is read from the fitted curve at half-maximal effect; nearly all actives have a fitted effect of over 40% in size
SW480 rereplic: A quantitative high throughput screen for small molecules that induce DNA re-replication in SW480 colon adenocarcinoma cells | Potency, µM (titrated, usually from 46.1 µM), without a hit: at the highest dose re-replication activation, hits mostly activators | SW480 DNA re-replication, Hoechst DNA content imaging, 48 h | 340,000 compounds, 1.8% hits | AID 624297, 2012; also: potency is read from the fitted curve at half-maximal effect; % of control where 0% means no effect; nearly all actives have a fitted effect of over 55% in size
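SW480 cells exposed to compounds for 48 hr at 37 C, 5% CO2, then Hoechst-stained 40 min. Nuclear DNA content imaged by fluorescence scanning (405 nm excitation, 500-530 nm emission); re-replication scored as increased high-intensity nuclei.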
An asterisk follows results filed as active; i = inactive; ? = inconclusive; . = no result given; & = joins results of further samples; ! = a repeat was not active; [ ] = remark or other dose. Unless noted, calls follow the shape of the dose curve; as a rule, active = well fitted curve in the direction sought with a large enough effect; inconclusive = small, poorly fitted or top-dose-only effect, or another doubt; inactive = no such curve, though single readings can be large; an effect the other way counts as inactive or inconclusive.

canonical_smiles | IL-1B inflam inh | KB-3-1 cytotox | HT1080 IDH1KD tx | ATXN2 expr inh | HepG2 tox | MCF10A rereplic | HT1080-NT tox | ATXN viability | SW480 rereplic
Nc1ncnc2nc[nH]c12 | 18&13&-7 | 0%&0%&0% | 10%&7%&20% | 28%&17%&2%&30% | 30%&30%&32% | 13%&0%&11%&3% | ? | i | -34%&-17%&-4%&0%[inhibitor]
Cc1cccc(C)c1NC(=O)CN(CC(=O)O)CC(=O)O | . | . | . | 4% | . | 1% | . | i | -6%
O=C(O)CNC(=O)c1ccccc1 | 30 | 0% | 6% | -1%&4% | -10% | -25%&18% | 25% | ? | 0%&-1%
COc1ccc(OCC(=O)Nc2cc(-c3nc4ccccc4s3)ccc2C)cc1 | . | 8% | . | 43%[activator] | -6% | . | . | i | .
COC(c1ccccc1)(c1ccccc1)C(Oc1nc(C)cc(C)n1)C(=O)O (configuration not stated) | 17 | -1% | 12% | -2% | 4% | ? | 17% | . | 1%&-4%
CC(=O)Nc1ccccc1 | -8 | 0% | 16% | -10%&3% | -20% | 1%&1% | 15% | i | -8%&5%
COc1c(O)cc2c(c1O)[C@@H]1O[C@H](CO)[C@@H](O)[C@H](O)C1OC2=O (some centres not stated) | 11 | 5% | 3% | 4% | -5% | 0% | 15% | i | 3%
CC1OC(CC(=O)O)CC2=C1C(=O)c1c(O)cccc1C2=O (configuration not stated) | -98* | 3.7µM* | 0.26µM* | 1.2µM* | 0.5µM* | ? | 1.3µM* | 0.95µM* | ?
CC12CCC(=O)C=C1CCC1C2CCC2(C)C1CC[C@]2(O)C(=O)CO (some centres not stated) | -17 | -9% | 12% | 8% | 12% | -5% | -4% | ? | -10%
Cc1ccnc(NC(c2cccc(O)c2)c2ccc3ccc(C)nc3c2O)c1 (configuration not stated) | . | ? | . | ? | -27% | . | . | ? | .
Cc1cccc(NC(c2ccccc2F)c2ccc3ccc(C)nc3c2O)n1 (configuration not stated) | . | -20% | . | -1% | 0% | . | . | i | .
COc1ccc2nc(NC(=O)Nc3ccccc3)sc2c1 | -60* | 0% | -22% | -10%&17% | -30% | ? | ? | ? | -14%&0%&3%
Cc1cc(C)cc(OCC2CNC(=O)O2)c1 (configuration not stated) | 7 | 2% | 13% | 18% | 7% | 1% | 8% | i | -4%
CNc1c2c(nn1C)CCCC2 | 4&4 | 0%&0% | 9%&6% | 16%&-2%&14% | -3%&-15% | -5%&-2%&0% | ? | i | -7%&-6%&14%
C/C=C/C=N/NC(=O)c1ccncc1 | . | . | . | 4% | . | -1% | . | i | -1%
COc1ccc(-n2[nH]c3c(cnc4ccccc43)c2=O)cc1 | -21 | ? | -29% | 15% | -3% | . | -5% | i | .
NC(N)=NC(=O)Cc1c(Cl)cccc1Cl | -7 | -8% | ? | -7%&1% | -51% | ? | ? | i | -11%
COc1c(O)cc2c(c1O)[C@@H]1OC(CO)C(O)C(O)[C@H]1OC2=O (some centres not stated) | 6 | 0% | 2% | 0% | -2% | 2% | 2% | i | ?
Cc1cccc(Nc2cc(Cl)nc(SCC(=O)O)n2)c1C | . | . | . | 10% | . | 0% | . | i | -4%
Cn1c(=O)c2c(ncn2CCO)n(C)c1=O | 0 | 0% | -7% | 3%&9% | 0% | ? | -10% | i | 7%&-9%
CCCCCCCCCCCCCC[N+](C)(C)Cc1ccccc1 | . | 18µM* | . | 35µM* | -98% | 27µM* | . | 35µM* | 27µM*
O=c1ccn([C@H]2C[C@H](O)[C@@H](CO)O2)c(=O)[nH]1 | 1 | 0% | 1% | 0% | -15% | 1% | 7% | i | -6%
O=C(Nc1ccc(Cl)c(Cl)c1)C1CC1 | . | . | . | -12% | . | 13% | . | i | -3%
Cc1cccc2nc(-c3ccccn3)c(Nc3ccccc3)n12 | . | -27% | . | ? | -40% | . | . | ? | .
COc1ccc(CN2CCN(C(c3ccc(F)cc3)c3ccc(F)cc3)CC2)c(OC)c1OC | -24 | ? | ? | 40µM*! | -28% | 21µM* | ? | ? | 17%&32%
O=C(O)/C=C/c1ccc(O)cc1 | -1 | -1% | -4% | -12% | 0% | 20% | -7% | i | -1%
NCCNC(=O)c1ccc(Cl)cn1 | . | . | . | 9% | . | -10% | . | ? | -3%
O=C(Nc1ccc(C(=O)O)c(O)c1)c1ccccc1 | 12 | -4% | 0% | -3%&1% | -20% | -1%&16% | -1% | i | 3%&0%
CCC(Sc1nc2ccccc2c2nc(CCn3cncc3C)nn12)C(=O)Nc1cccc(OC)c1 (configuration not stated) | . | 0% | . | -21% | 2% | . | . | ? | .
Cc1ccc(NC(=O)Cn2c(=O)n(CCC(=O)N3CCc4ccccc4C3)c(=O)c3ccccc32)c(C)c1 | . | -12% | . | 5% | -8% | . | . | i | .
CCOc1ccc(NC(=O)Cn2cc(C(=O)c3cccs3)c3ccccc32)cc1 | . | 0% | . | -3% | -17% | . | . | i | .
COc1ccc(/C=N/NC(=O)c2ccncc2)cc1OC | 0 | 2% | 0% | -6%&8% | -15% | 2%&1% | 1% | i | 1%&0%
C[C@@H]1C[C@H]2[C@@H]3C[C@H](F)C4=CC(=O)C=C[C@]4(C)[C@@]3(F)[C@@H](O)C[C@]2(C)[C@@]1(O)C(=O)COC(=O)C(C)(C)C | 0 | ? | ? | 0% | -26% | 3%&-26% | ? | i | 5%&-5%
O=c1cc(-c2ccc(O)cc2)oc2cc(O[C@@H]3O[C@H](CO)[C@@H](O)[C@H](O)[C@H]3O[C@@H]3OC[C@](O)(CO)[C@H]3O)cc(O)c12 | -9 | 0% | 1% | 11% | 3% | 1% | 6% | i | -19%
Cc1cccc2c1NC(=O)/C2=C\C(=O)c1cccs1 | -122* | 5% | 16µM* | ? | -16% | ? | 18µM* | i | ?
CN(C)CCOc1ccccc1Cc1ccccc1 | -17 | 0% | -2% | -17%&-12% | -5% | ? | -25% | i | 8%&-1%&-3%
CNC1CCCN(c2c(F)cc3c(=O)c(C(=O)O)cn(C4CC4)c3c2OC)C1 (configuration not stated) | . | . | . | ? | . | 3% | . | i | 3%
Cc1ccc2nc(N)[nH]c(=O)c2c1Sc1ccncc1 | . | . | . | 13µM* | . | ? | . | i | ?
COc1ccc(-c2ccc3cc(C(=O)O)ccc3c2)cc1C12CC3CC(CC(C3)C1)C2 | . | . | . | -9%&-4% | . | ? | . | i | -3%
CCOC(=O)NNc1nncc2ccccc12 | 5 | 0% | 3% | -5%&1% | 2% | -16% | ? | i | -121%[inhibitor]
NNC(=O)CP(=O)(c1ccccc1)c1ccccc1 | 23 | 0% | -1% | -6%&-2% | -2% | -2%&12% | 9% | i | -6%&4%
OCc1ccccn1 | . | . | . | 6% | . | 12% | . | i | -6%
CCn1cc(C(=O)O)c(=O)c2cc(F)c(N3CCNCC3)nc21 | 30 | 0% | 6% | 1%&-5%&-7% | -19% | -23% | 30% | i | -40%[inhibitor]
NS(=O)(=O)c1cc(-c2nn[nH]n2)c(NCc2cccs2)cc1Cl | . | . | . | 18% | . | 1% | . | i | 3%
CCCCOc1ccc(CC(=O)NO)cc1 | -25 | 0% | ? | ? | -16% | 10% | ? | ? | 26%
Cc1ccccc1Cc1c(C)nc2c(-c3ccccc3)c(C)[nH]n2c1=O | . | ? | . | ? | -43% | . | . | ? | .
COc1ccc(/C=C/C(=O)O)cc1 | 5 | 0% | -2% | -7% | -26% | ? | -3% | i | -33%&-2%[inhibitor]
CC(=O)Nc1ncc([N+](=O)[O-])s1 | . | . | . | 6% | . | -4% | . | i | 2%
Cc1cccc(C)c1NC(=O)C1CCCCN1C (configuration not stated) | -21 | 0% | -3% | 0% | -3% | 8%&8%&1% | -2% | i | 2%&-57%&4%
Cc1[nH]c2ccccc2c1/C=N/NC(N)=S | -18 | 11% | 23% | -1% | -15% | 3% | 7% | i | 2%
CCCOC(=O)c1ccc(O)cc1 | 17 | 1% | -8% | 16% | 3% | 1%&2% | 0% | i | -1%&-6%
C/C=C(/C)C(=O)O[C@@H]1c2cc(OC)c(OC)c(OC)c2-c2c(cc3c(c2OC)OCO3)C[C@H](C)[C@]1(C)O | 12 | 8% | 17% | 8% | 6% | -14% | 14% | i | -2%
Nc1c2c(nc3ccccc13)CCCC2O (configuration not stated) | 4 | 0% | 9% | 3%&-18% | -9% | 0%&0% | 10% | i | -44%&0%[inhibitor]
COC(=O)C1=CO[C@@H](OC2OC(CO)C(O)C(O)C2O)[C@@H]2[C@@H](C)[C@@H](O)C[C@H]12 (some centres not stated) | -21 | 0% | 0% | -4% | 1% | -4% | -2% | i | ?
CCCCCCCCCCCCCCNCCO | . | . | . | 4% | . | 12% | . | i | -3%
C/C=C(/C)C(=O)OC1c2c(ccc3ccc(=O)oc23)OC(C)(C)C1OC(=O)/C(C)=C\C (configuration not stated) | -10 | ? | ? | ? | -29% | 2% | -19% | ? | 12%

Assay outcomes: PubChem, National Center for Advancing Translational Sciences (NCATS)

These rows are one share of the data; count on the stated rates, not on these rows.
